P. falciparum M17LAP = P. falciparum M17LAP inhibitors, primary screen, biochemical, fluorogenic H-Leu-NHMec substrate, 1536-well (AID 1619) | recombinant M17LAP, H-Leu-NHMec fluorogenic kinetic assay; higher % means a stronger effect | inhibition, % at 30 µM, or IC50 in µM where a hit was titrated | 0.38% of 220,000 active;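 active = compound inhibiting the enzyme by more than half at any dose during confirmatory dose-response retesting; inconclusive = strong single-dose inhibitors picked by rank but not retested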;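 also: plate controls were full reaction with DMSO carrier for no effect and no enzyme background for full effect; strong numbers were not always called active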
AID2073 = disruptors of CaV2.2 binding to Mint1 – biochemical, HTRF (AID 2073); 0.19% of 290,000 active; inhibition, % at 20 µM, or IC50 in µM where a hit was titrated; HTRF protein-protein interaction, Mint1-CaV2.2; higher % means a stronger effect; in the data active = inhibition mostly above about 51%, no sharp cut-off; inconclusive = no clear call, values can overlap the other calls; inactive = mostly below about 53%; also: some results filed as inactive read as strong as hits
Dynein transport = blocks dynein driven cargo transport along microtubules; 3617.4 mouse cells, GR-EGFP nuclear translocation imaging; test concentration mostly 20 µM; stimulated with dexamethasone, 1 µM; active compounds read low; z-score, hits read low; 0.47% of 220,000 active; AID 1381;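 active = plate z-score of nuclear minus cytoplasmic receptor signal below a set negative limit, without overly bright fluorescence or cell loss, cut at about -3.5 in these data, passing the limit was not always enough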;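 also: z-score of nuclear minus cytoplasmic ring GR-EGFP intensity difference per well; some compounds called inactive have numbers as strong as hits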
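Buffer or medium: tet-free, stripped-serum medium; reagent: dexamethasone at 1.0 µM final, 30 min; incubation: 48 h induction, 1 h compound, 30 min dex at 37 °C; measured by: formaldehyde fixation, Hoechst nuclear stain, 10x automated fluorescence imaging; read-out: nuclear-to-cytoplasmic GR-EGFP distribution per well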
NOD1 inhibition = NOD1 signaling inhibitors, primary screen, cell-based, luminescence, uHTS (AID 1578); NOD1-driven NF-kB luciferase reporter cells, luminescence; higher % means a stronger effect; inhibition, % at 4 µM; hits with a dose series show EC50 in µM; 1% of 290,000 active; in the data active = inhibition mostly above about 36%, no sharp cut-off; inactive = mostly below about 34%;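 also: HEK-293T reporter cells stimulated with the NOD1 agonist gamma-tri-DAP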
HEK293 NOD2/NF-kB = NOD2 signaling inhibitors, cell-based, luminescence, uHTS, HEK293 (AID 1566). HEK293 NOD2/NF-kB luciferase reporter, luminescence; higher % means a stronger effect. 0.63% of 290,000 active. inhibition, % at 4 µM, or EC50 in µM where a hit was titrated; also: many of its hits are not listed in these tables
KOR beta-arrestin-1 = KOR antagonists, beta-arrestin recruitment, cell-based, luminescence, uHTS (AID 1778); KOR beta-arrestin recruitment, luminescence, antagonist mode; higher % means a stronger effect; inhibition, % at 10 µM, or IC50 in µM where a hit was titrated; 0.091% of 290,000 active; also: strong numbers were not always called active
P. falciparum M1AAP = P. falciparum M1AAP inhibitors, biochemical, fluorogenic H-Leu-NHMec substrate, 1536-well (AID 1445). 0.42% of 220,000 active. inhibition, % at 30 µM; hits with a dose series show IC50 in µM. recombinant M1AAP, H-Leu-NHMec fluorogenic kinetic assay; higher % means a stronger effect;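 active = primary inhibition above the hit cutoff, then over 50% inhibition at one or more dose response concentrations, cut at about 23% in these data, passing the limit was not always enough; inconclusive = conflicting primary data, or primary hits not chosen for dose response; inactive = low primary inhibition, or under 50% at every dose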;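 also: plate controls were DMSO full reaction for no effect and no enzyme background for full effect; strong numbers were not always called active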
GPR55 activation = GPR55 agonists via beta-arrestin recruitment, primary screen, imaging, U2OS cells, beta-arrestin-GFP redistribution (AID 1961); activation, % at 10 µM, or EC50 in µM where a hit was titrated; 0.048% of 290,000 active; U2OS GPR55 beta-arrestin-GFP redistribution imaging; higher % means a stronger effect;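 active = activation above 40% with more than 50 cells counted in the well; inconclusive = wells holding fewer than 50 cells, flagged as toxic or sparse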;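 also: U2OS osteosarcoma cells stably expressing GPR55 and beta-arrestin-GFP; plate controls were DMSO negative control for no effect and LPI positive control for full effect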
KOR beta-arrestin-2 = KOR agonists, beta-arrestin recruitment, primary screen, cell-based, luminescence, uHTS (AID 1777); KOR beta-arrestin recruitment, luminescence; higher % means a stronger effect; activation, % at 10 µM; hits with a dose series show EC50 in µM; 0.02% of 280,000 active; in the data active = activation above about 50%, passing the limit was not always enough; also: a part of the inactive calls stands beside numbers as strong as those of hits
Dynein transport cytoplasmic EGFP = recorded beside Dynein transport, whose call it bears; z-score; measured here: cytoplasmic GR-EGFP intensity; active compounds read high
Dynein transport nuclear GR-EGFP = also measured in Dynein transport; calls as there; z-score; measured here: nuclear GR-EGFP intensity;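 lower value marks the stronger effect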
Dynein transport cell count = second read-out of Dynein transport, no call of its own (marks repeat the call); z-score; measured here: cell count per field
* = called active by the depositor; ? = inconclusive; . = no result given; [ ] = dose if it differs, or a comment. Rule as the data show it, unless noted: active = inhibition above about 50%; inactive = the rest.

Results follow in this order: P. falciparum M17LAP	AID2073	Dynein transport	Dynein transport cytoplasmic EGFP	Dynein transport nuclear GR-EGFP	Dynein transport cell count	NOD1 inhibition	HEK293 NOD2/NF-kB	KOR beta-arrestin-1	P. falciparum M1AAP	GPR55 activation	KOR beta-arrestin-2
- CC(C)C(NC(=O)CN(c1cccc(F)c1)S(C)(=O)=O)C(C)C
 : 5%	2%	1.7	-0.16	0.82	-1.4	-6%	9%	14%	3%	0.0%	1.3%
- Cc1c(-c2nc(-c3ccc(C(C)(C)C)cc3)no2)n(C)oc1=O
 : -2%	10%	0.58	-0.25	0.39	0.47	-14%	-122%	-11%	1%	-0.2%	6.5%
- Cc1ccc(OCC(=O)Nc2ccccc2Sc2ccc(Cl)cc2)c([N+](=O)[O-])n1
 : -4%	0%	0.9	-0.02	0.72	-1.3	0%	13%	-6%	11%	-0.2%	8.2%
- O=C(/C=C/Nc1ccc(F)c(Cl)c1)c1ccccc1
 : .	0%	.	.	.	.	-28%	-96%	-36%	.	-0.3%	1.2%
- COc1ccc(CC(NC(=O)c2ccccc2)C(=O)NCC(=O)O)cc1 (stereo not drawn)
 : 24%	1%	-0.54	-0.15	-0.25	0.36	-10%	-7%	21%	-4%	0.2%	3.3%
- CCOc1ccc2c(c1)/C(=N/N1C(=O)c3ccccc3C1=O)C(=O)N2
 : 3%	6%	-0.77	-0.28	-0.31	0.52	-3%	9%	2%	7%	-0.3%	-2.4%
- O=C(NCCc1ccccc1)C1CCN(C2CCN(Cc3ccc(CO)o3)CC2)CC1
 : -7%	4%	-0.32	-0.079	-0.31	0.57	-39%	15%	0%[20 µM]	-1%	-0.1%	.
- Nn1c(SCc2ccc(F)cc2)nnc1-c1cccnc1
 : -3%	4%	0.7	-0.25	0.24	-0.58	-2%	2%	24%	2%	-0.1%	0.7%
- COc1ccc(CN2C[C@H](C)[C@@H](CC(=O)NCc3ccccc3)C2=O)cc1
 : .	12%	.	.	.	.	-2%	0%	4%[20 µM]	.	-0.3%	-0.5%
- Cc1ccccc1C(=O)NC1CCN(CC(=O)NC2CCCCC2)CC1
 : .	-1%	.	.	.	.	-2%	-22%	-2%	.	0.1%	3.5%
- COc1ccccc1-n1c(SCC(N)=O)nnc1-c1ccccc1
 : 0%	24%	-0.05	0.064	0.21	1.3	-8%	16%	20%	6%	-0.2%	-0.7%
- CC(=O)c1c(C)nn(CC(=O)NC2CCCN(Cc3ccc(CC(C)C)cc3)C2)c1C (stereo not drawn)
 : .	4%	.	.	.	.	-18%	-8%	-5%	.	0.0%	0.3%
- CN1C(=O)C2(c3ccccc31)N(C)CC(c1ccccn1)C21SC(=S)N(Cc2ccco2)C1=O (stereo not drawn)
 : 6%	-17%	-0.073	-0.18	-0.014	0.23	7%	4%	-8%	4%	-0.1%	-2.2%
- Cc1ccc(-c2nn3c(C)nnc3s2)cc1N
 : 22%	11%	-0.18	-0.08	-0.43	0.83	-1%	-9%	5%	0%	-0.3%	-4.4%
- C=CCNC(=O)Cn1nnc(-c2ccc(-c3ccc(OC)cc3)cc2)n1
 : .	26%	.	.	.	.	-44%	-34%	-43%[20 µM]	.	0.2%	3.2%
- Cc1ccc(C)c(OCC(=O)N/N=C\c2cccn2C)c1
 : 13%	?	-0.57	-0.28	-0.47	0.79	-15%	17%	-16%	2%	-0.6%	10%
- CC(C)(c1ccccc1)c1ccc(OCCN2CCOCC2)cc1
 : .	13%	.	.	.	.	-6%	-43%	-27%	.	0.0%	1.3%
- CC(=O)NC(CC(=O)N(Cc1ccccc1)c1cccc(C)c1)c1ccccc1 (stereo not drawn)
 : .	5%	.	.	.	.	19%	17%	25%	.	-0.1%	-9.3%
- CCOc1ccccc1NC(=O)CNS(=O)(=O)c1ccc2nc(C)sc2c1
 : 7%	5%	-0.43	-0.3	-0.17	0.6	-26%	7%	0%	1%	-0.3%	-3.5%
- COc1ccc(C(=O)NCCNc2ccccc2[N+](=O)[O-])cc1
 : -2%	-6%	0.69	-0.34	0.6	-0.35	-34%	-103%	2%[20 µM]	1%	-0.1%	-2.8%
- O=C(CC1SC(=Nc2ccc3c(c2)OCCO3)NC1=O)Nc1ccc(F)cc1F (stereo not drawn)
 : 10%	2%	0.51	0.6	0.29	0.2	-11%	19%	9%	6%	?	2.6%
- COc1cc(CCC(C)=O)ccc1OC(=O)c1c(F)cccc1Cl
 : 4%	-2%	0.9	-0.17	0.61	-0.41	-8%	-92%	4%	0%	-0.4%	-1.4%
- Cc1ccc(S(=O)(=O)N2CCCC2)cc1C(=O)O
 : -11%	-1%	-0.27	-0.22	0.14	0.54	14%	-2%	-61%	11%	0.6%	4.2%
- Cc1ccc(CN=c2c([N+](=O)[O-])nn(-c3cccc(C)c3)n2O)cc1
 : 4%	0%	-0.98	-0.31	-0.12	0.4	-27%	-50%	1%	4%	-0.3%	3.4%
- Cc1cccc(NC(=O)Cc2c(F)cccc2Cl)n1
 : .	16%	.	.	.	.	-47%	-29%	-18%	.	-0.1%	-1.2%
- O=C(Nc1nc(-c2ccccn2)cs1)c1ccccc1-n1cnnn1
 : -1%	-28%	-1.3	0.15	-0.39	0.17	-7%	-17%	10%	-13%	0.3%	2.0%
- Cc1cnc(C(=O)OC(C)C(=O)Nc2ccc3c(c2)OCCO3)cn1 (stereo not drawn)
 : .	8%	.	.	.	.	-38%	1%	-16%	.	0.7%	1.2%
- Cc1ccc(N(Cc2ccccc2F)S(C)(=O)=O)c(C)c1
 : -1%	-2%	0.086	-0.29	0.14	0.9	-21%	16%	0%	0%	0.0%	1.0%
- CCSc1nnc(NC(=O)[C@@H](NC(=O)c2cc(OC)cc(OC)c2)C(C)C)s1
 : 9%	3%	-0.1	-0.13	-0.3	0.36	-5%	15%	-5%	1%	-0.4%	-0.7%
- O=C(N/N=C/c1ccc(Cl)cc1Cl)c1cccc(N2CCCC2=O)c1
 : .	4%	.	.	.	.	-13%	6%	-33%	.	0.2%	5.1%
- COc1ccc(C(=O)Nc2ccc(C)c(S(=O)(=O)N3CCCCCC3)c2)cc1
 : -3%	-1%	0.068	-0.19	0.17	0.15	22%	26%	-13%	1%	0.3%	3.5%
- CC1(C(=O)Nc2c(F)c(F)c(F)c(F)c2F)CC1(Br)Br (stereo not drawn)
 : 27%	6%	-0.2	-0.19	-0.081	0.38	-7%	5%	6%	5%	-0.1%	-1.9%
- O=[N+]([O-])c1ccc(-c2nnc(S)n2-c2ccccc2)cc1
 : .	-10%	.	.	.	.	-17%	4%	0%[20 µM]	.	-0.2%	3.6%
- CCn1cc(SCC(=O)N2CCc3ccccc32)c2ccccc21
 : -7%	1%	-0.26	-0.17	-0.11	-0.031	-41%	-26%	14%	7%	0.2%	-1.1%
- COC(=O)c1ccc2c(=O)n(CCCCCC(=O)N3CCN(c4ccc(F)cc4)CC3)c(=O)[nH]c2c1
 : 10%	7%	1.1	-0.085	0.77	-1.3	-35%	28%	-90%	1%	-0.1%	4.5%
- Cc1ccc(C(=O)NCC(=O)N2CCC3(CC2)NCCc2[nH]cnc23)cc1C
 : .	4%	.	.	.	.	-23%	5%	-5%	.	-0.1%	-2.9%
- Cc1ccccc1C(=O)c1cccn1CC(=O)NCc1ccc(F)cc1
 : .	-1%	.	.	.	.	-1%	2%	-23%	.	0.7%	-6.8%
- Cc1nc(-c2cccnc2)sc1C(N)=O
 : 6%	-4%	-0.12	-0.26	-0.41	0.51	-3%	0%	-22%	-4%	0.2%	-1.1%
- COc1ccc(N2C(=O)c3cccc4cccc(c34)C2=O)nn1
 : -1%	5%	0.074	-0.14	0.051	-0.41	.	1%	9%	22%	0.2%	7.9%
- Cc1ccc(S(=O)(=O)/N=C(/Nc2ccc3[nH]c(=O)[nH]c3c2)c2ccc(F)cc2)cc1
 : -5%	15%	0.054	0.39	0.38	0.29	4%	14%	-38%[20 µM]	3%	0.6%	-1.1%
- CCOC(=O)c1ccc(NC(=O)c2cnccn2)cc1
 : 8%	7%	0.29	-0.26	0.16	1.1	-28%	-48%	-18%	3%	-0.1%	0.0%
- CC1CCN(S(=O)(=O)c2nnc(NC(=O)c3ccccc3Br)s2)CC1
 : .	25%	.	.	.	.	-6%	19%	-37%[20 µM]	.	0.0%	-5.0%
- COc1ccc(C2CC(c3cccc(OC)c3)n3nc(N)nc3N2)cc1 (stereo not drawn)
 : 1%	4%	0.48	-0.23	0.4	0.85	-18%	19%	15%	8%	-0.1%	-2.7%
- COC(=O)c1[nH]c2cc(C)ccc2c1NC(=O)CN1CCOCC1
 : 13%	7%	-0.25	-0.23	-0.02	-0.22	-15%	20%	-14%	6%	-0.2%	7.5%
- COc1ccc(-c2nnc(SCc3cc(C)cc(C)c3)o2)cc1
 : 2%	-1%	-0.11	-0.22	0.1	0.24	-15%	-2%	-28%	4%	0.4%	4.2%
- O=C(NCCCN1CCOCC1)c1cc(-c2ccc(O)cc2)on1
 : 10%	3%	-0.16	-0.16	0.19	-0.26	-32%	7%	35%	4%	-0.3%	-0.5%
- Cc1cc(F)ccc1NC(=S)NCCc1ccccc1
 : .	0%	.	.	.	.	-20%	1%	-5%	.	-0.1%	0.6%
- O=c1[nH]c2cc3c(cc2cc1C(c1nnnn1C1CCCC1)N1CCCc2ccccc21)OCCO3 (stereo not drawn)
 : .	38%	.	.	.	.	0%	0%	21%	.	-0.2%	-5.0%
- CN(C)C(=O)CCC(=O)N1CCCCC1C(=O)Nc1ccc(Oc2ccccc2F)cc1 (stereo not drawn)
 : .	0%	.	.	.	.	-6%	19%	-10%[20 µM]	.	-0.4%	-1.2%
- CCOc1ccc(C(C#N)N2CCOCC2)cc1OC (stereo not drawn)
 : -1%	4%	-0.73	-0.17	-0.19	0.47	-21%	-7%	-8%	0%	0.3%	-2.9%
- Cc1cc(C)c2c(c1)cc(C)c1nnc(SCC(=O)Nc3ccc(S(=O)(=O)N4CCCCC4)cc3)n12
 : 7%	0%	0.22	-0.23	0.27	-0.26	-18%	-1%	-7%	2%	0.1%	5.2%
- O=C1NC(=S)S/C1=C1\Sc2ccccc2N1CCCS(=O)(=O)O
 : -38%	-9%	0.49	-0.12	0.92	-1.2	-4%	4%	-2%	21%	0.9%	-11%
- COc1cccc(NC(=O)COC(=O)c2ccc(F)cc2F)c1
 : 10%	-2%	3.4	-0.0062	1.8	-2.3	-7%	6%	2%	9%	-0.1%	-3.1%

These rows are one share of the data; count on the stated rates, not on these rows.
